# Assay outcomes as filed in PubChem BioAssay.
# GAA glycogen = alters human alpha-glucosidase cleavage of glycogen. P10253. recombinant GAA, glycogen substrate, Amplex Red glucose oxidase fluorescence. Potency, µM (highest dose often 76.4 µM), without a hit: top-dose activity change, negative = inhibition, hits mostly inhibitors. hit rate 0.38% among 300,000;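 also: 0% = full enzyme reaction and -100% = no-enzyme basal signal; the screen sought inhibitors and activators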
#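 Natural-substrate format: glycogen cleavage by 4 nM human enzyme, glucose read by Amplex Red coupling (Ex 573, Em 610 nm). Normalized to enzyme and no-enzyme controls.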
# TexasRed fluor = alters Texas Red total fluorescence, flagging assay interference. TRb/SRC2 Texas Red total fluorescence interference. hit rate 0.29% among 280,000. Potency, µM (series often up to 106 µM), without a hit: top-dose fluorescence change, negative = quenching. AID 1479; active = well fitted curve in either direction with a large enough effect; inconclusive = small, poorly fitted or top-dose-only effect
#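 Human TRb ligand-binding domain at 0.6 uM with 20 nM Texas Red SRC2 peptide in Tris buffer containing 1 uM T3 and 5% DMSO, incubated with compound 5 h at ambient temperature. Total fluorescence (555/632 nm) calculated as parallel + 2 × perpendicular.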
# TRb-SRC2 inh = inhibitors of human thyroid hormone receptor beta-SRC2 interaction. TRbeta-SRC2 peptide binding, fluorescence polarization; receptor liganded with 1 µM T3. hit rate 0.065% among 280,000. Potency, µM (series often up to 106 µM), without a hit: top-dose activity change, negative = inhibition, most hits filed as inhibitors. AID 1469. P10828;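 also: plate controls were bound peptide for no effect and peptide without receptor for full effect; nearly all actives have a fitted effect of over 50% in size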
# Target sequence (P10828 whole entry, looked up): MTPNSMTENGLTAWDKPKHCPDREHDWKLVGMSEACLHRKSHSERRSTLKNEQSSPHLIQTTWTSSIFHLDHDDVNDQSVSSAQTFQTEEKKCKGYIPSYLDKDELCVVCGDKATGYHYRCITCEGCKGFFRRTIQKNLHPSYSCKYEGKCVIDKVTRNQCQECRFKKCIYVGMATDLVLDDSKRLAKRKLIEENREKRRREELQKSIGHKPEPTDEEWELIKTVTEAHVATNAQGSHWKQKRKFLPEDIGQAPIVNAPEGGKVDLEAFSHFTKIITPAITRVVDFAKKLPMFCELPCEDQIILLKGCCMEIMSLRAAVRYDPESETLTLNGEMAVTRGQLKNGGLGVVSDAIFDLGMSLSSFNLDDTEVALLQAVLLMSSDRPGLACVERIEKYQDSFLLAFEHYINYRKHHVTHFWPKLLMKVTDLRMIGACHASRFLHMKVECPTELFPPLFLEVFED
#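 Compounds were added to 0.6 uM TRb ligand-binding domain and 20 nM Texas Red-labeled SRC2 peptide in Tris buffer containing 1 uM T3, incubated 5 hr at ambient temperature, then read by fluorescence polarization.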
# Active calls of the source: *; ? = inconclusive; [ ] = dose if it differs, or a comment. Unless noted, calls follow the shape of the dose curve; as a rule, active = well fitted curve in the direction sought with a large enough effect; inconclusive = small, poorly fitted or top-dose-only effect, or another doubt; inactive = no such curve, though single readings can be large; an effect the other way counts as inactive or inconclusive. Unless noted, % is scaled to controls: 0 for no effect and ±100 for the full control effect; potency is read from the fitted curve at half-maximal effect. This is a subset; count on the stated rates, not on these rows.
Molecule	GAA glycogen	TexasRed fluor	TRb-SRC2 inh
CCOc1ccc(NC(=O)Cn2c(=O)n(CCCS(=O)(=O)C3CCCCC3)c(=O)c3ccccc32)cc1	17%[76.3 µM]	0%	-1%
CCc1ccc(-c2cc(C)no2)cc1S(=O)(=O)Nc1ccc(Cl)cn1	-22%[76.3 µM]	-1%	7%
CCN(Cc1ccccc1)C(=O)Cn1cc(S(=O)(=O)Cc2cccc(Cl)c2)c2ccccc21	-4%[76.3 µM]	-3%	7%
Cc1ccc(CC(=O)N(Cc2nc(-c3ccc(C)cc3)no2)C(C)C)cc1	11%[76.3 µM]	-4%	5%
CCN1CCN(C(=O)c2ccc3c(c2)N(Cc2cc(C)ccc2C)C(=O)c2ccccc2S3=O)CC1 (centres undefined)	15%[76.3 µM]	-8%	5%
Cc1ccccc1Cn1c(SCc2ccc(C(=O)NC(C)c3ccccc3)cc2)nc2ccncc21 (centres undefined)	-7%[76.3 µM]	-2%	0%
CSc1nn(Cc2cccc(F)c2)c(N(C(C)=O)C(C)=O)c1S(=O)(=O)c1ccccc1	-2%[76.3 µM]	-9%	1%
COCCCNC(=O)c1[nH]c2cc(OC)ccc2c1Sc1ccc(C)cc1	-15%[76.3 µM]	-1%	0%
CCn1c(=O)c(C(=O)Nc2cc(OC)c(OC)c(OC)c2)nc2ccccc21	15%[76.3 µM]	-2%	-2%
CCc1ccc(CNc2ncnc3c2nc2n3CCCC2)cc1	5%[76.3 µM]	-16%	6%
COc1cccc(OCc2nc3ccccc3n2Cc2ccccc2)c1	-10%[76.3 µM]	6%	-4%
COc1ccc2c(CNCc3cccs3)c(C(=O)O)n(Cc3ccccc3C)c2c1	14%[76.3 µM]	-1%	0%

Molecule	GAA glycogen	TexasRed fluor	TRb-SRC2 inh
COc1ccc(CNC(=O)c2ccc3c(c2)CCN3S(=O)(=O)c2ccc(Cl)cc2)cc1	10%[76.3 µM]	-1%	-8%
Cc1ccc(C)c(N2CCN(C(=O)CN3C(=O)COc4ccc(S(=O)(=O)N5CCC(C)CC5)cc43)CC2)c1	7%[76.3 µM]	0%	-2%
CCC(=O)N1CCc2cc(S(=O)(=O)CCC(=O)N3CCN(c4cccc(C)c4)C(C)C3)ccc21 (centres undefined)	10%[76.3 µM]	-1%	0%
O=C1CN(C(=O)c2ccc(S(=O)(=O)N3CCCC3)cc2)C(c2ccccc2)c2cc(Br)ccc2N1 (centres undefined)	-1%[76.3 µM]	-1%	6%
CCCN1C(=O)c2[nH]nc(-c3ccc(F)cc3)c2C1c1ccc(O)c(OCC)c1 (centres undefined)	7%[76.3 µM]	1%	3%
CCOc1ccc(NC(=O)c2cc3c(n(-c4ccc(OC)cc4)c2=O)CC(C)(C)CC3=O)cc1	4%[76.3 µM]	0%	-2%
COc1ccc(Cl)cc1NC(=O)c1sc2nc3c(cc2c1N)CN(C)CC3	17%[76.3 µM]	-9%	0%
Oc1ccccc1-c1nc(/C=C/c2ccccc2Cl)no1	12%[76.3 µM]	-31%	2%
Cc1cc(C)c(NC(=O)Cn2c(=O)n(Cc3ccco3)c(=O)c3ccc(C(=O)NC4CCCC4)cc32)c(C)c1	-3%[76.3 µM]	2%	3%
Cn1c(=O)oc2cc(S(=O)(=O)N3CCCC(C(=O)NCc4ccc(F)cc4)C3)ccc21 (centres undefined)	-11%[76.3 µM]	-5%	2%
CCc1cc2c(-c3ccccc3)cc(=O)oc2c2c1OCN(Cc1ccc(C)cc1)C2	0%[76.3 µM]	5%	5%
CCc1ccccc1NC(=O)N1CCC2(CC1)Oc1ccccc1C(=O)N2Cc1ccccc1F	4%[76.3 µM]	-11%	-9%

# Nothing new here: entries from further up.
Molecule	GAA glycogen	TexasRed fluor	TRb-SRC2 inh
Cc1ccccc1Cn1c(SCc2ccc(C(=O)NC(C)c3ccccc3)cc2)nc2ccncc21 (centres undefined)	-7%[76.3 µM]	-2%	0%
CSc1nn(Cc2cccc(F)c2)c(N(C(C)=O)C(C)=O)c1S(=O)(=O)c1ccccc1	-2%[76.3 µM]	-9%	1%
COCCCNC(=O)c1[nH]c2cc(OC)ccc2c1Sc1ccc(C)cc1	-15%[76.3 µM]	-1%	0%
CCn1c(=O)c(C(=O)Nc2cc(OC)c(OC)c(OC)c2)nc2ccccc21	15%[76.3 µM]	-2%	-2%
CCc1ccc(CNc2ncnc3c2nc2n3CCCC2)cc1	5%[76.3 µM]	-16%	6%
COc1cccc(OCc2nc3ccccc3n2Cc2ccccc2)c1	-10%[76.3 µM]	6%	-4%
COc1ccc2c(CNCc3cccs3)c(C(=O)O)n(Cc3ccccc3C)c2c1	14%[76.3 µM]	-1%	0%
COc1ccc(CNC(=O)c2ccc3c(c2)CCN3S(=O)(=O)c2ccc(Cl)cc2)cc1	10%[76.3 µM]	-1%	-8%
Cc1ccc(C)c(N2CCN(C(=O)CN3C(=O)COc4ccc(S(=O)(=O)N5CCC(C)CC5)cc43)CC2)c1	7%[76.3 µM]	0%	-2%
CCC(=O)N1CCc2cc(S(=O)(=O)CCC(=O)N3CCN(c4cccc(C)c4)C(C)C3)ccc21 (centres undefined)	10%[76.3 µM]	-1%	0%
O=C1CN(C(=O)c2ccc(S(=O)(=O)N3CCCC3)cc2)C(c2ccccc2)c2cc(Br)ccc2N1 (centres undefined)	-1%[76.3 µM]	-1%	6%
CCCN1C(=O)c2[nH]nc(-c3ccc(F)cc3)c2C1c1ccc(O)c(OCC)c1 (centres undefined)	7%[76.3 µM]	1%	3%
CCOc1ccc(NC(=O)c2cc3c(n(-c4ccc(OC)cc4)c2=O)CC(C)(C)CC3=O)cc1	4%[76.3 µM]	0%	-2%
COc1ccc(Cl)cc1NC(=O)c1sc2nc3c(cc2c1N)CN(C)CC3	17%[76.3 µM]	-9%	0%
Oc1ccccc1-c1nc(/C=C/c2ccccc2Cl)no1	12%[76.3 µM]	-31%	2%
Cc1cc(C)c(NC(=O)Cn2c(=O)n(Cc3ccco3)c(=O)c3ccc(C(=O)NC4CCCC4)cc32)c(C)c1	-3%[76.3 µM]	2%	3%
Cn1c(=O)oc2cc(S(=O)(=O)N3CCCC(C(=O)NCc4ccc(F)cc4)C3)ccc21 (centres undefined)	-11%[76.3 µM]	-5%	2%
CCc1cc2c(-c3ccccc3)cc(=O)oc2c2c1OCN(Cc1ccc(C)cc1)C2	0%[76.3 µM]	5%	5%

# Remaining list, next part:
Molecule	GAA glycogen	TexasRed fluor	TRb-SRC2 inh
COC(=O)c1cc2oc3ccccc3c2n1Cc1nc(-c2ccc(Cl)cc2)oc1C	15%[76.3 µM]	4%	1%
CC(C)OCCCNC(=O)c1ccc2c(=O)n(CCc3ccccc3)c(=O)[nH]c2c1	2%[76.3 µM]	0%	-3%
O=C(COc1ccccc1F)Nc1ccc2nc(SCC(=O)N3CCOCC3)sc2c1	-4%[76.3 µM]	9%	1%
Cc1cccc(CSc2nc3cccnc3n2Cc2ccc(C(=O)NCc3cccs3)cc2)c1	4%[76.3 µM]	-25%	5%
COc1ccc(-c2cc(C(=O)Oc3ccc(Cl)cc3)c3ccccc3n2)cc1	-22%[76.3 µM]	?	1%
COc1ccc(N2CCN(C(=O)c3cn(C)c4ccc(S(=O)(=O)N(C)C5CCCCC5)cc4c3=O)CC2)cc1	6%[76.3 µM]	0%	-6%
COC(=O)c1c(-c2cccs2)csc1NC(=O)c1ccc(C(C)C)cc1	10%[76.3 µM]	0%	-10%
CCN(CC)CCn1c(=N)n(CC(O)COc2ccccc2C)c2ccccc21 (centres undefined)	11%[76.3 µM]	-2%	0%
COCCNC(=O)C(=O)NCC(c1cccnc1)N1CCN(c2ccccc2)CC1 (centres undefined)	-18%[76.3 µM]	-3%	-1%
O=C(COc1ccc(Cl)cc1Cl)Nc1ccc(C(=O)OC2CCCCC2)cc1	-12%[76.3 µM]	-53%	-5%
COc1ccc(NC(=O)c2oc3ccccc3c2NC(=O)Cc2coc3c(C)c(C)ccc23)cc1	-3%[76.3 µM]	7%	-1%
COc1cccc(CNC(=O)c2sc3nc4n(c(=O)c3c2C)CCC4)c1	1%[76.3 µM]	3%	-12%
Cc1cccc(S(=O)(=O)c2cn(Cc3ccccc3)c3cc(N4CCCC(C)C4)c(F)cc3c2=O)c1 (centres undefined)	8%[76.3 µM]	?	-7%
